Screening data as filed in PubChem.
MCF10A rereplic: DNA re-replication induction in MCF 10a cells; MCF 10A DNA re-replication, Hoechst nuclear intensity, 48 h; 2.9% of 350,000 active; Potency, µM (doses to about 46.1 µM), without a hit: at the top dose activity, positive = re-replication, usual class: activators; AID 624296; further: potency means the concentration at half of the fitted maximal effect; % of control where 0% means no effect; nearly all actives have a fitted effect of over 50% in size
ATXN2 expr inh: reduces ATXN2 reporter expression in HEK-293 cells | 0.72% of 360,000 active | HEK-293 ATXN2-luciferase reporter, luminescence, 24 h | Potency, µM (titrated, usually from 57 µM), without a hit: at the highest dose activity change, negative = inhibition, hits mostly inhibitors | AID 1745845; further: potency means the concentration at half of the fitted maximal effect; on the % scale 0 is the no-effect control and ±100 the full control effect; nearly all actives have a fitted effect of over 55% in size
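ATXN2-luciferase reporter cells (luciferase flanked by upstream and downstream ATXN2 gene portions) were treated 24 h at 37 °C with compounds at up to 57 uM. SteadyGlo luminescence gave expression; GF-AFC fluorescence gave viability.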
A549 viability: counter-screen for Nrf2 inhibitors: cytotoxicity in A549 cells. A549 ARE-Fluc cells, CellTiter-Fluor viability, 18-24 h. Potency, µM (top dose mostly 46 µM), for inactives: top-dose activity change, negative = cytotoxicity, most hits filed as inhibitors. 0.16% of 390,000 active. AID 504648; further: potency means the concentration at half of the fitted maximal effect; on the % scale 0 is the no-effect control and ±100 the full control effect
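Cytotoxicity counterscreen: CellTiter-Fluor fluorescence was measured in A549 ARE_Fluc cells after 18-24 h of compound exposure in a concentration series. The subsequent BugLite luminescent read reports ARE-luciferase activity.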
HepG2 tox: counter-screen for TGF-b inhibitors: cytotoxicity in HepG2 cells; HepG2 CAGA-GFP viability, ATP luminescence, 18 h; Potency, µM (top dose mostly 46.1 µM), for the others: at the highest dose activity change, negative = cytotoxicity, actives largely listed as cytotoxic; 0.76% of 410,000 active; AID 588856; further: potency means the concentration at half of the fitted maximal effect; some results filed as inactive show a strong effect at the top dose
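CellTiter-Glo luminescence gave cytotoxicity after 18 hours at 37 degrees C. The cells were HepG2 CAGA-GFP in 1% FBS DMEM, stimulated with 500 pg/mL TGF-beta after compound addition. %Activity was normalised to no-cell wells (complete cell-killing) and DMSO (no toxicity), and curves were fitted and classified.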
Nrf2 ARE act: activators of Nrf2 (ARE) signaling; AREc32 ARE-luciferase reporter (MCF7-derived line), luminescence, 24 h; Potency, µM (top dose mostly 46.1 µM), inactives show top-dose activation, most hits filed as activators; 0.31% of 410,000 active; AID 624171; further: potency means the concentration at half of the fitted maximal effect; % of control where 0% means no effect; nearly all actives have a fitted effect of over 65% in size
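Luciferase luminescence (Steady-Glo, 30 min at room temperature) served as the read-out of ARE activation in AREc32 cells treated with compounds for 24 hr at 37 deg C.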
IL1B secr inh: inhibitors of inflammasome signaling (IL-1 beta secretion); THP-1 LPS/ATP IL-1B secretion, AlphaLISA, 16 h; stronger effect = lower value; activity change, % at 57.5 µM; 4.7% of 360,000 active; AID 743279; in the data active means activity change below about -50%; inconclusive means mostly about -30% to -49%; further: on the % scale 0 is the no-effect control and ±100 the full control effect
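Secreted IL-1B measured by AlphaLISA bead assay after 16 h compound exposure of THP-1 cells; compounds (final up to 57.5 uM) added 1 h before LPS (250 ng/mL) and ATP (1.25 mM) stimulation; lower signal means less secretion.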
ATXN viability: reduces viability in counter-screen for ATXN expression inhibitors. AID 651635. Potency, µM (top dose mostly 56.7 µM), most hits filed as cytotoxic. 0.49% of 400,000 active. S2 cells (HEK-293 line with an ATXN2-luciferase reporter) viability, CellTiter-Fluor protease fluorescence, 24 h; further: potency means the concentration at half of the fitted maximal effect; nearly all actives have a fitted effect of over 40% in size
TGFb SMAD3 inh: inhibitors of TGF-b signaling; Potency, µM (highest dose often 46.1 µM), for the others: at the highest dose activity, negative = inhibition, most hits filed as inhibitors; HepG2 CAGA-GFP TGF-b/SMAD3 reporter, GFP fluorescence, 18 h; TGF-beta stimulated, 500 pg/mL final; AID 588855; 1.2% of 410,000 active; further: potency means the concentration at half of the fitted maximal effect; on the % scale 0 is the no-effect control and ±100 the full control effect; nearly all actives have a fitted effect of over 65% in size
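Smad-responsive CAGA-GFP expression was quantified in HEPG2 cells exposed to compounds and 500 pg/mL final TGF-beta for 18 h at 37 degrees C; unstimulated wells defined full inhibition.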
Nrf2 inh: blocks Nrf2 signaling. A549 ARE-Fluc reporter, luciferase luminescence, 18-24 h. Potency, µM (top dose mostly 46 µM), without a hit: top-dose activity change, negative = inhibition, actives largely listed as inhibitors. 2.1% of 360,000 active; further: potency means the concentration at half of the fitted maximal effect; on the % scale 0 is the no-effect control and ±100 the full control effect; nearly all actives have a fitted effect of over 60% in size
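Reporter: ARE-Fluc in A549. Exposure: 18-24 h, 37 °C, 5% CO2, 5% FBS OPTI-MEM. Readouts: fluorescent cytotoxicity (CellTiter-Fluor), then luminescent Nrf2 signal after BugLite.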
* = called active by the depositor; i = inactive; ? = inconclusive; / = no result given; [ ] = another dose, or the depositor's remark. Unless noted, the call rests on the fitted dose curve; in most records, active means well fitted curve in the direction sought with a large enough effect; inconclusive means small, poorly fitted or top-dose-only effect, or another doubt; inactive means no such curve, though single readings can be large; an effect the other way counts as inactive or inconclusive. Compounds as they come. About 8.8% of those tested had a hit in this group.

SMILES	MCF10A rereplic	ATXN2 expr inh	A549 viability	HepG2 tox	Nrf2 ARE act	IL1B secr inh	ATXN viability	TGFb SMAD3 inh	Nrf2 inh
O=C(c1cc(NC(=O)C23CC4CC(CC(C4)C2)C3)cc(NC(=O)C23CC4CC(CC(C4)C2)C3)c1)N1CCCCC1	13%	-14%	-14%	-26%	0.0%	-17	i	0%	?
CC(C)Cc1cc(C(=O)N(C)C2CCCN(Cc3ccccc3F)C2)n(C)n1 (stereo not given)	1%	-27%	-6%	-15%	0.9%	32	i	-1%	0%
O=C(Nc1cccc(C(=O)O)c1)/C(=C\c1ccc2c(c1)OCO2)NC(=O)c1ccccc1Cl	-14%	0%	12%	-17%	0.3%	0	i	2%	10%
CCN(CC)c1ccc(C(=O)OCC(=O)Nc2sccc2C#N)cc1	4%	92%[activator]	10%	4%	6.7%	20	i	-14%	?
Clc1ccc(Oc2ccccc2)c2ncccc12	4%	4%	1%	-4%	1.9%	-9	i	0%	2%
COc1ccc2nc(NC(=O)Cc3ccc(OC)c(S(=O)(=O)N4CCOCC4)c3)sc2c1	19%	-7%	1%	12%	2.8%	?	i	-15%	-11%
Cn1nc(C(F)(F)F)c(-c2cccc(C(F)(F)F)c2)c1NC(=O)c1cccnc1	5%	/	2%	-70%	0.1%	27	i	?	-29%
CC(Oc1ccccc1)C(=O)N1CCN(C(=O)C(C)Oc2ccccc2)CC1 (stereo not given)	1%	4%	0%	38%	-1.3%	i	i	4%	1%
Cc1ccccc1NC(=O)c1cc(S(=O)(=O)N2CCCCC2)cs1	3%	-4%	-2%	0%	-0.5%	-6	i	?	?
O=C(NC1CCN(Cc2ccccc2)CC1)c1ccc(S(=O)(=O)NCc2ccco2)cc1	?	-20%[11.3 µM]	-12%	-21%	0.1%	?	?	-19%	6.5µM*
Cc1ccc(NC(=O)COC(=O)C2(C)CC2(Cl)Cl)cc1S(=O)(=O)N1CCOCC1 (stereo not given)	2%	14%	-2%	-28%	0.4%	4	i	-13%	10%
CC(=O)Nc1cnc(-c2ccc(O)cc2C)cn1	/	38%	/	-15%	-1.2%	-16	i	22%	/
COc1ccc(C)cc1S(=O)(=O)NC1CCCCC1C (stereo not given)	-3%	-11%	-19%	-4%	0.0%	15	?	-1%	-14%
O=C(COC(=O)c1cc(Cl)ccc1O)Nc1ccc2c(c1)OCCO2	4%	/	-6%	-9%	0.7%	9	?	-17%	3%
CCOC(=O)N1CCN(CC(O)COc2c(OC)cccc2OC)CC1 (stereo not given)	-2%	-13%	9%	0%	-0.6%	3	i	7%	/
CC(=O)c1cccc(S(=O)(=O)NCCC(=O)Nc2ccc(S(N)(=O)=O)cc2)c1	-4%	-2%	4%	16%	-0.3%	7	i	14%	21%
COc1ccc(N/N=C(\C#N)C(N)=O)cc1	-3%	26%[11.3 µM]	?	10%	2.3%	-15	i	-15%	?
CC(C)CN(C(=O)Cn1c(C(F)(F)F)nc2ccccc21)c1c(N)n(Cc2ccccc2)c(=O)[nH]c1=O	0%	7%	-2%	-42%	-0.3%	-9	i	5%	1%
COc1ccccc1OCC(=O)NNC(=O)C1CCN(c2ncnc3sc(C)c(C)c23)CC1	19%	/	0%	-13%	-0.3%	-7	?	?	23µM*
CCN(Cc1ccccc1)C(c1cc2cc(C)cc(C)c2[nH]c1=O)c1nnnn1CCOC (stereo not given)	1%	1%	-24%	-4%	0.1%	-52*	i	38%	/
CCN1C(=O)C(CC(=O)N2CCN(C(c3ccccc3)c3ccccc3)CC2)N(CC)C1=O (stereo not given)	0%	3%	-7%	-25%	-0.8%	6	i	0%	-12%
COc1ccc(NC(=O)CSc2nnc(NC(=O)Nc3ccccc3)s2)c(OC)c1	/	/	0%	7%	-0.9%	/	/	4%	/
CC(C)(C)NC(=O)COc1ccc(CNCc2ccccn2)cc1	16µM*	-7%	2%	0%	-0.3%	-9	i	-5%	-6%
CC(C)c1nnc(NC(=O)CN2C(=O)c3ccccc3C2=O)s1	5%	0%	10%	-5%	-0.5%	11	i	4%	0%
COc1cc(CC(=O)OCC(=O)N2CCN(C(=O)c3ccco3)CC2)cc(OC)c1OC	-1%	3%	0%	0%	-0.6%	5	i	11%	12%
O=C(CN1CCN(S(=O)(=O)c2ccccc2F)CC1)N1CCc2ccccc2C1	0%	5%	-2%	-11%	-0.5%	9	i	14%	-26%
Cc1ccccc1NC(=O)Cn1c(=O)n(CC2CCCO2)c(=O)c2ccccc21 (stereo not given)	-3%	/	-9%	-25%	0.2%	4	?	-17%	13%
CC(=O)Nc1ccc(Sc2ccccc2C(=O)N2CCCC2)cn1	-14%	-11%	-2%	1%	-0.4%[9.22 µM]	92	i	1%	2%
Cc1ccc(CN(CC(=O)NC(C)(C)C)C(=O)CNC(=O)c2cccs2)cc1	2%	0%	12%	0%	-0.1%	-8	i	-9%	16%
CCOc1ccc(NC(=O)c2ccc(CN3C(=O)C(C)=C(c4ccc(C)cc4)S3(=O)=O)cc2)cc1	/	/	1%	-7%	-0.3%	/	/	?	?
COc1ccc(C2=NOC(C)(c3nnc(-c4ccccc4)o3)C2)cc1 (stereo not given)	-20%	-5%	11%	-66%	4.0%	-21	i	-23%	-27%
CCOc1ccc(C(=O)NCCc2csc(-c3ccc(C(F)(F)F)cc3)n2)cc1OCC	/	/	5%	-1%	-0.1%	/	/	0%	/
CCN(CC)Cc1c(C(=O)N/N=C/c2cccc(OCc3cccc(Cl)c3)c2)nnn1-c1nonc1N	2%	/	-3%	-22%	2.9%	4	i	5%	-7%
COc1cc(-c2nnc(COC(=O)C3c4ccccc4Oc4ccccc43)o2)cc(OC)c1OC	9%	7%	-10%	-13%	0.4%	15	i	?	7%
Cc1ccc(NC(=O)CCN2C(=O)CSC2=O)cc1	1%	4%	-10%	3%	-1.0%	-10	i	1%	8%
CCOC(=O)c1ccc(N2C(=O)CC(N3CCN(C(=O)c4ccccc4)CC3)C2=O)cc1 (stereo not given)	1%	-1%	-5%	4%	-0.8%	0	i	20%	5%
CCC(C)(C)NC(=O)C(OC(=O)c1ccco1)c1ccccc1OC (stereo not given)	2%	0%	-2%	-12%	-0.1%	-15	i	-15%	13%
CC1=Nc2ccc(C)cc2/C1=C/c1c(N)n2nc(CC(=O)N3CCOCC3)sc2nc1=O	-10%	/	7%	-4%	0.3%	-1	i	-2%	8%
Cc1ccc(NS(=O)(=O)c2ccc3c(c2)oc(=O)n3C)cc1	1%	-15%	0%	-19%	0.3%	1	i	9%	-14%
Cn1c(=NC(=O)CS(=O)(=O)c2ccccc2)sc2cc(F)ccc21	/	/	/	-20%	5.2%	27	i	-20%	/
CCCCc1ccc(NC(=O)CSc2nc(=O)n(CCN3CCOCC3)c3c2CCC3)cc1	20%	0%	-4%	6%	-0.8%	-70*	i	0%	14%
O=C(N/N=C\c1c(O)ccc2ccccc12)c1ccc(Cn2cccn2)o1	10µM*	3.5µM*	-1%	-26%	-0.7%	74	i	49%[activator]	?
Cc1ccc(C2=[N+]([O-])C(C)(C)N(O)C2(C)C)cc1	11%	-11%	19%	-10%	-0.2%	38	?	-7%	3%
O=C(Nn1cnnc1)c1csc2ccccc12	4%	-9%	-7%	4%	-0.2%	12	?	-7%	8%
O=C(CNC(=O)Cn1cnc2sc3c(c2c1=O)CCCC3)NCc1ccccn1	-3%	7%	12%	-6%	-0.2%	11	i	0%	?
O=C(NCCCN1CCCC1=O)C(=O)NCC1OCCN1S(=O)(=O)c1ccc(Cl)cc1 (stereo not given)	-2%	-1%	3%	-19%	0.1%	0	i	-4%	-12%
C=CCn1c(CSCc2ccc(Cl)cc2Cl)nnc1SCC(=O)Nc1ccc(C(=O)O)cc1	-9%	4%	0%	-1%	-0.2%	28	i	-7%	-27%
COc1ccc(OC)c(CC(NC(C)=O)C(=O)NC2CCN(c3nnnn3-c3ccccc3)CC2)c1 (stereo not given)	2%	/	?	10%	-0.6%	14	?	7%	?
O=C(O)c1cccc(S(=O)(=O)Nc2ccc(O)c(Sc3nc4ccccc4s3)c2)c1	-9%	2%	6%	0%	0.2%	6	i	-5%	17%
COc1ccc(CC(=O)NCc2ccc3c(c2)CCN3C(C)=O)cc1	/	/	0%	4%	-0.2%	/	/	17%	/
O=C(c1[nH]c(C(F)(F)F)nc1-c1ccccc1)N1CCN(CCN2CCOCC2)CC1	/	5%	/	0%	-0.2%	9	i	1%	/
C[C@@H]1COc2cccc(N3CCC[C@@H]3CO)c2S(=O)(=O)N1	/	5%	/	/	-0.2%	20	i	/	/
COc1ccc(CCNC2=CC(=O)N(c3ccc(F)cc3)C2=O)cc1	15%	3%	9%	74%	0.2%	-19	/	-10%	2%
O=C(O)COc1cccc(NC(=O)c2ccccc2)c1	26%	2%	-5%	-10%	2.0%	-13	i	1%	2%
Cc1ccccc1OCCn1cc(C(=O)O)c2ccccc21	-13%	7%	-3%	-8%	-0.1%	-6	i	-9%	-2%
CCOc1ccc(CCNc2nc3ccc(C)cc3n3cnnc23)cc1OCC	4%	-8%	-3%	-1%	3.1%	52	i	2%	?
CC(=O)OC(C(=O)NC1CCCCC1)c1ccccc1 (stereo not given)	0%	-5%	-4%	-45%	-0.8%	?	i	9%	-20%

Part of the list above in order of count of non-hydrogen atoms, smallest number first.
SMILES	MCF10A rereplic	ATXN2 expr inh	A549 viability	HepG2 tox	Nrf2 ARE act	IL1B secr inh	ATXN viability	TGFb SMAD3 inh	Nrf2 inh
CC(=O)Nc1ccc(Sc2ccccc2C(=O)N2CCCC2)cn1	-14%	-11%	-2%	1%	-0.4%[9.22 µM]	92	i	1%	2%
O=C(N/N=C\c1c(O)ccc2ccccc12)c1ccc(Cn2cccn2)o1	10µM*	3.5µM*	-1%	-26%	-0.7%	74	i	49%[activator]	?
Cc1ccccc1NC(=O)Cn1c(=O)n(CC2CCCO2)c(=O)c2ccccc21 (stereo not given)	-3%	/	-9%	-25%	0.2%	4	?	-17%	13%
